# Bioassay records deposited in PubChem by National Center for Advancing Translational Sciences (NCATS).
# GLS inhibitor = qHTS for Inhibitors of Glutaminase (GLS); GLS enzymatic activity, qHTS titration; Potency, µM (series often up to 45.5 µM), for the others: at the top dose activity change, negative = inhibition, most hits filed as inhibitors; 410,000 compounds, 0.21% hits; AID 624170, 2012; note: potency is the fitted concentration of half-maximal effect; % is set by controls: 0 for no effect and ±100 for the full control effect
#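 Assay buffer: 45 mM KH2PO4 pH 8.2, 0.02% Tween-20. hKGA acts on L-glutamine (1 mM solution added); product glutamate is reported by an oxidase/peroxidase Amplex Red coupling, with fluorescence taken at baseline and 30 min.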
# PI4K2A inh = qHTS for small molecular inhibitors of PI4K2A. 420,000 compounds, 0.13% hits. AID 1346378, 2018. purified PI4K2A, ADP-Glo luminescence, 1 h; active compounds read low. Phosphatidylinositol 4-kinase type 2-alpha (Homo sapiens), Q9BTU6. activity change, negative = inhibition, % at 76.9 µM; in the data active = activity change below about -50%; inconclusive = mostly about -30% to -49%;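 note: -100% = wells without enzyme as full effect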
#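 PI4K2A activity was measured by ADP-Glo luminescence: enzyme (4 ug/mL stock) and phosphatidylinositol (1.2 mM stock) in Tris pH 7.5/MgCl2/EGTA/Triton X-100 buffer were reacted with ATP (300 microM stock) for one hour at ambient temperature.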
# HP1b binding inh = HTS for Inhibitors of HP1-beta Chromodomain Interactions with Methylated Histone Tails | Chromobox protein homolog 1 (Homo sapiens), P83916 | AlphaScreen HP1-beta / biotin-H3K9me3 peptide binding | Potency, µM (doses to about 114 µM), without a hit: at the highest dose activity change, negative = inhibition, usual class: inhibitors | 390,000 compounds, 0.56% hits; note: potency is the fitted concentration of half-maximal effect; nearly all actives have a fitted effect of over 70% in size; inactives centre near 23
# Target sequence (P83916 whole entry, looked up): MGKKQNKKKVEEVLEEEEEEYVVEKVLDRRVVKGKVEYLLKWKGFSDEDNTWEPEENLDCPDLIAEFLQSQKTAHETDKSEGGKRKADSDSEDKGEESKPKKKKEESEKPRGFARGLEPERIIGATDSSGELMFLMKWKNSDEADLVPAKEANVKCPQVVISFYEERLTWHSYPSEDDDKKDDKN
#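 AlphaScreen: HP1-beta (50 nM) preformed 30 min with biotin-H3(1-18)K9me3 peptide (50 nM) in PBS pH 7.4, 0.01% Tween-20. Compound added for 30 min at RT, then streptavidin donor/nickel chelate acceptor beads (10 ug/mL) for 30 min.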
# Pin1 inh = qHTS Assay to Find Inhibitors of Pin1. Peptidyl-prolyl cis-trans isomerase NIMA-interacting 1 (Homo sapiens), Q13526. Pin1 FP peptide displacement, HiFluor488, 10 min. Potency, µM (highest dose often 115 µM), without a hit: top-dose activity, negative = inhibition, hits mostly inhibitors. 390,000 compounds, 0.009% hits. AID 504891, 2011; active = well fitted inhibition curve with a large enough effect in the polarisation, with a control signal flat, not every such curve was filed as active; inconclusive = small, poorly fitted or top-dose-only effect, or effect the other way, or a change in a side signal; inactive = no such curve, though single readings can be large or run the other way; the % refers to the polarisation; note: potency is the fitted concentration of half-maximal effect; % is set by controls: 0 for no effect and ±100 for the full control effect
# Target sequence (Q13526 whole entry, looked up): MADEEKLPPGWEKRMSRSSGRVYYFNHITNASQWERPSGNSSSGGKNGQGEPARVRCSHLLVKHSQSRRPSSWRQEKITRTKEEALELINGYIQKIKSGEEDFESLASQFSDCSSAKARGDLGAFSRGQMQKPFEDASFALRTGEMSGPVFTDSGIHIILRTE
# JMJD2A Tudor = qHTS Assay for Inhibitors of JMJD2A-Tudor Domain. Lysine-specific demethylase 4A (Homo sapiens), O75164. AlphaScreen JMJD2A-Tudor / H3K4me3 peptide binding. Potency, µM (series often up to 114 µM), for the others: at the highest dose activity change, negative = inhibition, usual class: inhibitors. 390,000 compounds, 4.4% hits; note: potency is the fitted concentration of half-maximal effect; % is set by controls: 0 for no effect and ±100 for the full control effect; nearly all actives have a fitted effect of over 50% in size
# ERG-DNA inh = qHTS for Small Molecule Inhibitors of the ERG Ets/DNA interaction | Transcriptional regulator ERG (Homo sapiens), P11308 | fluorescence polarization, His-ERG Ets domain / labelled DNA | Potency, µM (top dose mostly 76.9 µM), for the others: at the highest dose FP activity, negative = inhibition, actives largely listed as inhibitors | 370,000 compounds, 0.028% hits; active = well fitted inhibition curve with a large enough effect in the polarisation, with a control signal flat; inconclusive = small, poorly fitted or top-dose-only effect, or effect the other way, or a change in a side signal; inactive = no such curve, though single readings can be large or run the other way; the % refers to the polarisation;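 note: polarization taken with two DNA probes labelled with fluorescein and Texas red; potency is the fitted concentration of half-maximal effect; % of control where 0% means no effect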
# Target sequence (P11308 whole entry, looked up, the tested form may be a part): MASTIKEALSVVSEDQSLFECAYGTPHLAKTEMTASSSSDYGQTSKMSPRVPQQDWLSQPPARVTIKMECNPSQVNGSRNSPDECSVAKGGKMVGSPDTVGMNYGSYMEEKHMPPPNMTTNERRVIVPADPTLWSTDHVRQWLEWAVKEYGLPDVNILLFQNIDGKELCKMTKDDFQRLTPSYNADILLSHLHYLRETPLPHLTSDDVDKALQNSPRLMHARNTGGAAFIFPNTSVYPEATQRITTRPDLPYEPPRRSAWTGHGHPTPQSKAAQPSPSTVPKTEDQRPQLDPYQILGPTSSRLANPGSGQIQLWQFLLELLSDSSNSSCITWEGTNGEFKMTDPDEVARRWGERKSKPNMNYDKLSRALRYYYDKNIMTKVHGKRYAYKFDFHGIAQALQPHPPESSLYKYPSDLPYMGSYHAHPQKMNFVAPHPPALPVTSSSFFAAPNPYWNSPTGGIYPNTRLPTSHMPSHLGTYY
#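 His-tagged ERG Ets domain (1 uM in the protein solution; 300mM KCl, 50mM Tris-HCl, 1mM EDTA, 1mM DTT, pH 7.5) received compound, then a probe mix of 5 nM fluorescein-DNA and 100nM Texas-615-DNA. Fluorescence polarization was read for both dyes.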
# PGK inhibitor = qHTS Assay to Find Inhibitors of Phosphoglycerate Kinase; PGK/GAPDH coupled, Kinase-Glo luminescence, 60 min; Potency, µM (top dose mostly 57.5 µM), for the others: at the highest dose activity change, negative = inhibition, actives largely listed as inhibitors; 380,000 compounds, 0.043% hits; note: potency is the fitted concentration of half-maximal effect; % is set by controls: 0 for no effect and ±100 for the full control effect; nearly all actives have a fitted effect of over 60% in size
#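 Luminescent ATP detection (Kinase-Glo Plus) follows a 60-minute room-temperature incubation, with wells lacking PGK as controls. Buffer: 100 mM TEA (pH 7.6), 5 mM MgCl2, 0.01% Tween-20. Coupling enzyme GAPDH (100 nM final) supplies unstable 1,3-BPG in-well.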
# BAZ2B inh = qHTS Assay for Inhibitors of BAZ2B | Bromodomain adjacent to zinc finger domain protein 2B (Homo sapiens), Q9UIF8 | AlphaScreen BAZ2B-H3K14Ac peptide displacement | Potency, µM (top dose mostly 114 µM), for inactives: at the highest dose activity change, negative = inhibition, usual class: inhibitors | 360,000 compounds, 4.4% hits; note: potency is the fitted concentration of half-maximal effect; % is set by controls: 0 for no effect and ±100 for the full control effect; nearly all actives have a fitted effect of over 60% in size
#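 Multi-concentration screen (max 110 uM) measuring displacement of acetylated histone H3 peptide from BAZ2B by AlphaScreen, using 50 nM protein, 50 nM peptide and 10 ug/mL streptavidin donor plus Ni-chelate acceptor beads.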
# G9a block = qHTS Assay for Inhibitors of Histone Lysine Methyltransferase G9a; Histone-lysine N-methyltransferase EHMT2 (Homo sapiens), Q96KQ7; G9a H3K9 monomethylation, AlphaScreen, 2 h; Potency, µM (series often up to 102 µM), for the others: at the highest dose activity, negative = inhibition, actives largely listed as inhibitors; 350,000 compounds, 8.8% hits; AID 504332, 2011; note: potency is the fitted concentration of half-maximal effect; % is set by controls: 0 for no effect and ±100 for the full control effect; nearly all actives have a fitted effect of over 75% in size
# Target sequence (Q96KQ7 913-1193 limits assumed): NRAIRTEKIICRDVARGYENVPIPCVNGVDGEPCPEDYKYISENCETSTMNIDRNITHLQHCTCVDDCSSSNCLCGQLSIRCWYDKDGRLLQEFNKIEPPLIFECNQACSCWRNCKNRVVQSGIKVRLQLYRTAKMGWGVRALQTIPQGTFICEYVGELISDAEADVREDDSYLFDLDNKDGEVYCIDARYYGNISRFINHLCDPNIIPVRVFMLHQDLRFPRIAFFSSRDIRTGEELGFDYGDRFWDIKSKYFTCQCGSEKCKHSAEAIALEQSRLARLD
#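 Readings reflect AlphaScreen signal from monomethyl-H3K9 antibody detection. HMT at 20 nM; substrate b-H3K9 500 nM; cofactor SAM 20 uM; 2 h RT reaction; compounds tested as titrations in qHTS with 15 min preincubation.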
# * marks the source's active call; other numbers are inactive results; i = inactive; ? = inconclusive; nt = no result given; & = joins results of further samples; [ ] = another dose, or the depositor's remark. Unless noted, calls come from the whole dose curve; as a rule, active = well fitted curve in the direction sought with a large enough effect; inconclusive = small, poorly fitted or top-dose-only effect, or another doubt; inactive = no such curve, though single readings can be large; an effect the other way counts as inactive or inconclusive.
SMILES,GLS inhibitor,PI4K2A inh,HP1b binding inh,Pin1 inh,JMJD2A Tudor,ERG-DNA inh,PGK inhibitor,BAZ2B inh,G9a block
O=c1oc(-c2ccccc2NS(=O)(=O)c2ccc(F)cc2)nc2ccccc12,9%,-1,35%[activator],-1%,-12%,5%,-2%,-2%,?
CCN1CCN(C(=O)CSc2ccc(C)cc2)CC1,0%,4,14%,-1%,-6%,9%,-7%,-3%,9%
CC(=O)Nc1ccc(Oc2cnccn2)cc1,1%,-3,13%,-7%,-6%,-6%,-3%,1%,5%
CCN(CC)CCCNC(=O)Cn1nc(N2CCN(c3ccccc3OC)CC2)ccc1=O,24%,-1,15%,-15%,-7%,2%,i,3%,-2%[59 µM]
CC(C)CCn1c2ccccc2c2cc(CC(N)=O)ccc21,10%,-2,31%,5%,-13%,3%,-8%,-4%,5%[59 µM]
O=C(CCC(=O)c1ccccc1)NCc1ccccc1,-1%,-2,24%,0%,4%,7%,-8%,-7%,9%
COC(=O)C(Cc1c[nH]c2ccccc12)NC(=O)C1CC1 (stereo unspecified),-4%,2,40%[activator],4%,-9%,-4%,-3%,-10%,-15%
Cc1ccc2oc(C(=O)N3CCC(C(N)=O)(N4CCCCC4)CC3)c(C)c2c1,2%,0,32%,0%,3%,-2%,-3%,-12%,4%
CCOC(=O)c1[nH]c(C)c(C(=O)Nc2ccc(C)cc2C)c1C,1%,-1,49%[activator],0%,-8%,-11%,2%,8%,0%[59 µM]
CN(C)S(=O)(=O)c1cc(NC(=O)COC(=O)CC2Sc3ccccc3NC2=O)ccc1Cl (stereo unspecified),-2%,-3,-7%,31%[activator],-22%,-5%,7%,nt,nt
CCc1ccccc1NC(=O)CCOc1ccccc1,-1%&7%,1&1,52%&28%[activator],-4%&-2%,9%&12%,4%&2%,2%,0%&2%,-1%
CCc1nnc(NC(=O)CSc2nnc3ncccn23)s1,0%,2,29%,-12%,-3%,2%,5%,-5%,-30%[59 µM]
COc1ccc(/C=C/C(=O)c2cc(Br)ccc2O)cc1OC,-7%,4,38%,6%,-19%,1%,-2%,?,25µM*
Cc1cc(NC(=O)CCCn2ccc([N+](=O)[O-])n2)n(Cc2ccc(F)cc2)n1,-12%,0,22%,5%,-3%,1%,-5%,0%,?
Cc1ccc(S(=O)(=O)n2nccc2-c2c(-c3ccc(Cl)cc3)noc2C)cc1,-3%,1,66%[activator],3%,40%[activator],1%,-6%,4%,nt
CCC1CCCCN1C(=O)Nc1ccc(F)cc1 (stereo unspecified),2%,10,8%,9%,-8%,-2%,-7%,5%,-5%[59 µM]
COc1ccc(CCNC(=O)/C(=C/c2cccnc2)NC(=O)c2ccccc2)cc1OC,1%,4,36%[activator],0%,-3%[11.4 µM],6%,i,-18%,-19%
O=[N+]([O-])c1c(NCCCO)cc(Sc2ccc(Cl)cc2)c2nonc12,5%,-6,22%,6%,-25%,-5%,0%,-4%,?
O=C(C1=C[C@H](C2CCCCC2)C[C@H](OCc2ccc(CO)cc2)O1)N1CCN(Cc2ccccc2)CC1,3%,2,11%,0%,?,-15%,1%,-37%,?
CCCCN(C(=O)c1cc(CN2C(=O)c3ccccc3C2=O)ccc1OC)c1c(N)n(CC(C)C)c(=O)[nH]c1=O,3%,10,26%,5%,-6%,nt,0%,nt,nt
Nc1ccnn1Cc1cccs1,-3%,0,24%,-3%,-15%,-23%,-3%,7%,53%[activator][59 µM]
COc1ccc(F)cc1S(=O)(=O)Nc1ccc2c(c1)OCO2,16%,4,1%,3%,-12%,-2%,nt,6%,27%[59 µM]
CN(C)S(=O)(=O)c1ccc(Cl)c(C(=O)Nc2cccc([N+](=O)[O-])c2)c1,1%,2,29%,-3%,-18%,-20%,-7%,-15%,7%[59 µM]
Cc1nn(-c2nccs2)c2c1C(=O)CC(C)(C)C2Br (stereo unspecified),-1%,2,14%,2%,-32%,2%,-1%,nt,nt
O=S(=O)(c1ccc(C2CCCCC2)cc1)N1CCCC1,0%,-9,59%[activator],3%,56%[activator],7%,-6%,34%,62%[activator]

# Remaining list, next part.
SMILES,GLS inhibitor,PI4K2A inh,HP1b binding inh,Pin1 inh,JMJD2A Tudor,ERG-DNA inh,PGK inhibitor,BAZ2B inh,G9a block
O=C(CSc1nncs1)Nc1nccs1,14%,-2,6%,-2%,-4%,3%,8%,7%,-4%
COCc1cc(C(C)=O)ccc1OCC(=O)Nc1ccc(NC(C)=O)cc1,1%,-6,44%[activator],2%,-6%,-5%,-8%,7%,-32%
Cc1ccc(S(=O)(=O)N2CCC(C(N)=O)CC2)c(C)c1C,2%,7,46%[activator],0%,-9%,1%,i,-10%,31%[59 µM]
c1ccc2c(-n3cnnn3)cccc2c1,-5%,-9,25%,-1%,10%,6%,-8%,-6%,26%
CCc1ccc2[nH]c(C(=O)Nc3ccc(C)c(F)c3)cc2c1,6%,2,32%,15%,-14%,13%,-3%,-6%,7%[2.33 µM]
Cc1nc(NC(=O)CN2CCN(c3ccccc3F)CC2)sc1C(=O)N(C)C,0%,-1,40%[activator],-11%,-7%,1%,-1%,-25%,24%
COc1cc(OC)c(NC(=O)c2cn(C)c(=O)c3cc(OC)c(OC)cc23)cc1Cl,5%,5,2%,2%,-22%,1%,-7%,3%,7%[59 µM]
CC(OC(=O)CCN1C(=O)C2CC=CCC2C1=O)C(=O)Nc1cccc(C#N)c1 (stereo unspecified),-6%,0,24%,0%,-6%,-2%,i,-4%,-2%
O=C(Nc1ccc(N2CCCC2=O)cc1)c1cncc(Br)c1,-1%,6,23%,-1%,4%,1%,-3%,-3%,-13%
COc1cccc(NC(=O)N(CCC(C)C)C2CCN(C(C)C)CC2)c1,4%,3,19%,1%,-6%,-2%,0%,1%,6%[59 µM]
O=C(CSc1ncccn1)Nc1cc(Cl)ccc1[N+](=O)[O-],-4%,0,38%,1%,-19%[57.1 µM],-4%,-4%,nt,-45%
C=CC[C@H](CC(=O)NCCO)C(=O)NC[C@@H](OC(=O)[C@@H](CC=C)CC(=O)OC(C)(C)C)c1ccccc1,3%,3,22%,2%,-8%,-5%,7%,nt,nt
COc1ccccc1N1C[C@@H]2C[C@@H](c3ccco3)N3CCC[C@@]23C1=O,1%,1,30%,1%,-2%,-6%,-1%,2%,?
Cc1cc2[nH]c(=O)c(=O)[nH]c2cc1S(=O)(=O)N(C)C1CCCCC1,8%,4,36%[activator],1%,3.5µM*,11%,-4%,1%,nt
COC(=O)[C@@H]1C[C@H]2CC[C@H](O)C[C@H]2N1Cc1ccc(C)s1,-2%,2,35%,-4%,-8%,-5%,-5%,-11%,-19%[59 µM]
COc1cc(C)c(Br)cc1S(=O)(=O)NCc1cccs1,-1%,2,21%,-8%,3%,-3%,-7%,3%,70%[activator]
Cc1cc(C)n2nc(CC(=O)NC3CCCCCCC3)nc2n1,-3%,2,14%,-2%,-4%,4%,-2%,1%,-1%[59 µM]
COCc1nnc(NC(=O)c2cccs2)s1,-14%,-2,35%,0%,-5%,2%,-2%,8%,5%
CSCCC(NC(=O)c1ccccc1)C(=O)N1CCN(C(c2ccccc2)c2ccccc2)CC1 (stereo unspecified),0%,-3,-7%,4%,-25%,-3%,8%,-27%,nt
COCCN1Cc2cccc(C(=O)Nc3cccc(C)c3C)c2C1=O,-2%,11,39%,1%,4%,-12%,4%,1%,7%
O=C(C[n+]1cn(C(F)F)c2ccccc21)c1ccc(Br)cc1,-15%,1,40%[activator],1%,-22%,0%,-7%,50µM*,-7%[59 µM]
CN1C(=O)C(C)(C)c2cc(S(=O)(=O)N3CCCC(C(=O)Nc4ccc(Cl)cc4)C3)ccc21 (stereo unspecified),2%,1,13%,2%,-28%,19%,-6%,-9%,-11%
CC1(C)CC(=O)CC(C2(O)C(=O)N(Cc3ccccc3)c3ccccc32)O1 (stereo unspecified),-2%,0,34%,-1%,-14%,12%,5%,-14%,-5%
O=c1oc2ccccc2cc1-c1ccc(O)cc1,5%,-6,42%[activator],2%,2%,5%,-9%,26%,?
Cc1ccc(C(=O)NC(=S)Nc2ccc(-c3cc4ccccc4oc3=O)cc2)c(C)c1,8%,-8,22%,1%,1%,-8%,-2%,0%,1%[59 µM]
O=C(CSc1ccccc1)Nc1ccc2c(c1)C(=O)NC2=O,0%,-2,33%,-2%,11%,-19%,-4%,-13%[57.1 µM],18%
CC(C)(C)OC(=O)C[C@H]1C/C=C\C[C@@H](CC(=O)N(CCO)Cc2ccccc2)C(=O)N2CCC[C@@H]2COC1=O,-5%,0,39%,0%,-8%,-1%,i,nt,nt
Cc1ccccc1OCC(=O)N/N=C1\CCOc2c(C)cccc21,-5%,1,14%,2%,-7%,0%,-3%,8%,33%
CCCNC(=O)COC(=O)c1cc2c(=O)n3ccccc3nc2s1,-1%,0,28%,-5%,-9%,-2%,-6%,4%,?
CCN(CC)C(=O)COc1ccc(/C(C)=N/NC(=O)c2ccccc2-n2cccc2)cc1,19%,3,11%,-7%,-23%,0%,-4%,-26%,?
